Vif-APOBEC3G blk: Vif-A3G binding inhibition; Q9HC16; HeLa A3G-eYFP + Vif (tagged APOBEC3G with the HIV-1 protein that degrades it), YFP fluorescence, overnight; Potency, µM (top dose mostly 46.1 µM), for inactives: top-dose activity, negative = active, hits mostly inhibitors; 0.076% of 410,000 active; AID 602310;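 note: potency is the fitted concentration of half-maximal effect; % is set by controls: 0 for no effect and ±100 for the full control effect; nearly all actives have a fitted effect of over 60% in size; hits raise eYFP signal because A3G escapes Vif-driven loss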
Target sequence (Q9HC16 whole entry, looked up): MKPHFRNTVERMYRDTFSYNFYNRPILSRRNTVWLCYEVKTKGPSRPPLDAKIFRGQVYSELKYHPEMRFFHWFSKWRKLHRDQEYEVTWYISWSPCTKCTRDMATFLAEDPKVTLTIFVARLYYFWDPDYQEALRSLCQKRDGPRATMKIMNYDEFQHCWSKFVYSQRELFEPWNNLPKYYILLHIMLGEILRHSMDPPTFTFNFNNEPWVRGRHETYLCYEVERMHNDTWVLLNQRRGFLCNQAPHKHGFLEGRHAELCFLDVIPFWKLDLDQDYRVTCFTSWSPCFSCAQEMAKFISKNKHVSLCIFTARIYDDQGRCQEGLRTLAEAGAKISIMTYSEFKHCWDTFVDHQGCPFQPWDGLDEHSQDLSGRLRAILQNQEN
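HeLa cells stably expressing Vif and C-terminally eYFP-tagged A3G, seeded overnight at 37 deg C, then exposed to compound by pintool overnight at 37 deg C. Rise in yellow fluorescence (Ex 488/Em 500-530, Acumen) marks blocked Vif-driven A3G degradation.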
Glioma ERSR ind: ER stress response induction in glioma; U87-MG GRP78 promoter luciferase reporter, 16 h; Potency, µM, inactives show top-dose activation, most hits filed as activators; 0.02% of 420,000 active; note: potency is the fitted concentration of half-maximal effect; series mostly up to about 76 µM; % of control where 0% means no effect; nearly all actives have a fitted effect of over 35% in size
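Stably transfected U87-MG glioma cells carrying a GRP78-based luciferase sensor; 16 h compound incubation. Luminescence end-point read 10 min after Bright-Glo addition at room temperature.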
D2 antagonist: antagonists of human D2 dopamine receptor | P14416 | HEK293 TREx D2 cells, calcium flux, dopamine EC80 | inhibition, % at 10 µM | 2% of 340,000 active; in the data active = inhibition above about 30%; note: 0% is about no effect
Target sequence (P14416 whole entry, looked up): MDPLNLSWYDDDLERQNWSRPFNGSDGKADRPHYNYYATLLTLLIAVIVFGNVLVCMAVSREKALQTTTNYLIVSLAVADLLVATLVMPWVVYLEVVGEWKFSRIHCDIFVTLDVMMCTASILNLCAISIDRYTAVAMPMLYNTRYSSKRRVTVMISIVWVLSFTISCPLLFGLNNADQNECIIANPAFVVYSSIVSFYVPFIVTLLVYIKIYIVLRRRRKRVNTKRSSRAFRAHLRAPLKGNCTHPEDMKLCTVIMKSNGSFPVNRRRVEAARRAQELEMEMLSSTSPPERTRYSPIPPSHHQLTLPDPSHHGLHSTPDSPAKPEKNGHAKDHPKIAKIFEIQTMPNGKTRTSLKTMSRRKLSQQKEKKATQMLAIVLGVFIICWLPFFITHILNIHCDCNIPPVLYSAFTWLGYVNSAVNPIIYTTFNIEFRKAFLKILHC
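Compounds are added to dye-loaded, induced HEK293 T-REx cells coupled to calcium release via D2; after a 3 min kinetic read an EC80 dopamine stimulus is given and fluorescence is recorded for 3 more min.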
LDHA inh: LDHA (human) enzyme inhibition | AID 1347041 | 0.15% of 480,000 active | activity change, % (values are at about 110 or 230 µM) | purified LDHA, NADH/diaphorase-resazurin fluorescence; hits give low values; in the data active = activity change below about -30%; inconclusive = mostly about -25% to -30%;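 note: plate controls were DMSO wells for no effect and wells without enzyme for full effect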
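Human LDH5 (2 nM) was incubated with 0.06 mM NADH and 0.2 mM pyruvate for 5 min at room temperature in Tris pH 7.4. Remaining NADH was coupled through diaphorase/resazurin, and resorufin fluorescence was read at 0 and 20 min.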
RGS4 inhibitor: blocks human RGS4-accelerated GTP hydrolysis. P49798. Transcreener GDP fluorescence polarization, RGS4-accelerated GTP hydrolysis. Potency, µM (titrated, usually from 114 µM), for the others: at the highest dose activity change, negative = inhibition, usual class: inhibitors. 0.039% of 390,000 active. AID 504845; note: potency is the fitted concentration of half-maximal effect; % is set by controls: 0 for no effect and ±100 for the full control effect; nearly all actives have a fitted effect of over 75% in size; some results filed as inactive show a strong effect at the top dose
Target sequence (P49798 whole entry, looked up): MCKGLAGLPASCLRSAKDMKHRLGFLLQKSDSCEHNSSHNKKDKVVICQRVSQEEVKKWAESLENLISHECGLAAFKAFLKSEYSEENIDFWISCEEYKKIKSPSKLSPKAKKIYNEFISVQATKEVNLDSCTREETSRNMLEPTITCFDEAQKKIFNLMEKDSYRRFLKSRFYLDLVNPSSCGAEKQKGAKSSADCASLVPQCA
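MLSMR compounds (23 nl, pin-transferred) preincubated 10 min at room temperature with a 500nM (2x) first reagent, then RGS4 at 900nM (2x) plus Transcreener GDP mix added; fluorescence polarization (620/688 nm) read before and after 90 min at 30 °C.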
ALOX12 inh: inhibitors of human 12S-lipoxygenase ALOX12. purified 12hLO, xylenol orange hydroperoxide absorbance. Potency, µM (highest dose often 108 µM), inactives show at the top dose activity change, negative = inhibition, hits mostly inhibitors. 1.1% of 580,000 active. AID 1671190; note: potency is the fitted concentration of half-maximal effect; % is set by controls: 0 for no effect and ±100 for the full control effect
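Purified human 12hLO at 150 nM in 25 mM Hepes, 0.01% Triton X-100, pH 7.0, preincubated 15 min at room temperature with compound. Reaction started with 40 uM arachidonic acid, 30 min at room temperature. Hydroperoxide measured by Fe-xylenol orange, 573/405 nm absorbance ratio.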
ERG-DNA inh: ERG Ets/DNA interaction inhibition | P11308 | fluorescence polarization, His-ERG Ets domain / labelled DNA | Potency, µM (series often up to 76.9 µM), for inactives: at the top dose FP activity, negative = inhibition, actives largely listed as inhibitors | 0.028% of 370,000 active; active = well fitted inhibition curve with a large enough effect in the polarisation, with a control signal flat; inconclusive = small, poorly fitted or top-dose-only effect, or effect the other way, or a change in a side signal; inactive = no such curve, though single readings can be large or run the other way; the % refers to the polarisation;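 note: polarization taken with two DNA probes labelled with fluorescein and Texas red; potency is the fitted concentration of half-maximal effect; % of control where 0% means no effect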
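His-tagged ERG Ets domain (1 uM in the protein solution; 300mM KCl, 50mM Tris-HCl, 1mM EDTA, 1mM DTT, pH 7.5) received compound, then a probe mix of 5 nM fluorescein-DNA and 100nM Texas-615-DNA. Fluorescence polarization was read for both dyes.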
Vif-A3F inh: Vif-A3F binding inhibition; HeLa A3F-eYFP + Vif (tagged APOBEC3F with the HIV-1 protein that degrades it), YFP fluorescence increase; Potency, µM (highest dose often 46.1 µM), inactives show at the top dose activity, negative = active; 0.2% of 390,000 active; note: potency is the fitted concentration of half-maximal effect; % of control where 0% means no effect; nearly all actives have a fitted effect of over 65% in size
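Fluorescence increase (Ex 488/Em 500-530) after overnight compound treatment at 37 deg C flags inhibition of Vif-driven A3F-eYFP loss in stable HeLa A3F-eYFP/Vif cells seeded overnight beforehand.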
D2 agonist: activates the human D2 dopamine receptor; AID 485358; P14416; HEK293 T-REx D2 cells, calcium flux agonist mode; 0.53% of 340,000 active; activation, % at 2 µM;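 active = activation over 3 SD above normal in the single-dose calcium agonist read, cut at about 30% in these data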; note: 0% is about no effect
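HEK293 Trex D2 cells, tetracycline-induced, o/n 30 C 5% CO2; no-wash Ca dye, RT 30–90 min; 10-cycle baseline, 23 nl cpd added, kinetic Ca read 180 s; agonist hits = positive Ca response.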
* hit, by the source's call; ? = inconclusive; / = not tested or not shown; & = joins results of further samples; ! = not active in a repeat; [ ] = remark or other dose. Unless noted, calls come from the whole dose curve; as a rule, active = well fitted curve in the direction sought with a large enough effect; inconclusive = small, poorly fitted or top-dose-only effect, or another doubt; inactive = no such curve, though single readings can be large; an effect the other way counts as inactive or inconclusive. Only part of the results is shown; rates above refer to the full screens.

SMILES	Vif-APOBEC3G blk	Glioma ERSR ind	D2 antagonist	LDHA inh	RGS4 inhibitor	ALOX12 inh	ERG-DNA inh	Vif-A3F inh	D2 agonist
CC1(C)NC(=O)C(CCc2ccccc2)NC1=O (centres undefined)	-1%	-6%	/	-4	/	6%	/	/	/
O=C(N/N=C/c1ccc([N+](=O)[O-])o1)c1cc(-c2cccc(Br)c2)nc2ccccc12	?	10%	/	0	-46%	?	-5%	?	/
O=C(NC(=S)Nc1c(Cl)ccc2nsnc12)c1ccco1	0%	-5%	2	23	?	?	10%	-2%	0.3
CN1CCCc2cc3c(C(F)(F)F)cc(=O)oc3nc21	-4%	-8%	10	7	-31%	0%	8%	-42%	5.1
Cc1ccc(S(=O)(=O)N(CC(=O)NCCSc2ccccn2)c2ccc(C)c(C)c2)cc1	1%	-4%	3	-5	2%	?	2%	-8%	-1.4
Cc1ccc(C(=O)OCC(=O)Nc2nc(-c3ccccc3)cs2)cc1NC(=O)c1ccco1	-20%	2%	0	-9	3%	0%	4%	8%	-0.9
Cn1nnc2cc(C(=O)N3CCCCCC3)ccc21	-3%	-3%	-15	6	18%	-2%	1%	-1%	0.5
CCOC(=O)c1cn2nc(Oc3cccc(C(F)(F)F)c3)ccc2n1	0%	5%	-5	-6	-15%	?	6%	-15%	-1.3
Cc1ccnc(NC(=O)Nc2ccc(Br)cc2Cl)c1	?	0%	-9	6	?	-1%	33%[activator]	4%	-1.2
Cc1ccc(/C=C2\SC(=S)N(Cc3ccccc3)C2=O)o1	2%	0%	-1	-2	-43%	45µM*	21%	-8%	1.0
CC[C@@]1(C(=O)OC)N[C@H](CN(C)C(=O)Nc2ccc(F)cc2)[C@@H]2C(=O)N(Cc3ccccc3)C(=O)[C@@H]21	-7%	0%	/	-1	-15%	-26%	-4%	3%	/
COc1ccccc1C(=O)Nc1nnc(-c2ccco2)s1	-5%	-3%	-4	2	-33%	1%	/	-3%	0.2
O=S(=O)(Nc1cccc2ccccc12)c1ccc2ccccc2c1	-18%	-6%	/	-1	-43%	/	/	/	/
COCCc1ccc(OCC(O)CNC(C)C)cc1 (centres undefined)	1%&-1%&-3%	2%&-4%&-2%&-2%&-5%&-4%	34*!	-7&-2&-13	11%[56.9 µM]	-19%	0%&5%&13%	-5%&2%&-8%	1.2&0.0
O=P(O)(O)CCP(=O)(c1ccccc1)c1ccccc1	-3%	-4%	14	-3	-18%	?	/	-9%	-0.1
N#Cc1nc(COc2ccccc2)oc1N1CCC(Cc2ccccc2)CC1	2%	-2%	15	-6&-2	23%	54%&27%[activator]	2%	-23%	0.7
O=C(COc1ccc([N+](=O)[O-])cc1)Nc1ccc(N2CCCC2)cc1	0%	-5%	-11	-3	-3%	-30%	2%	1%	-0.7
Nn1c(SCC(=O)N2CCOCC2)nnc1-c1ccc(Cl)cc1Cl	1%	-3%	-10	1	13%	0%	13%	-9%	0.6
CC(C)(C)c1ccc(C(=O)Nc2ccc(C=C(C#N)C#N)cc2)cc1	-4%	3%	13	-6	?	-14%	4%	-11%	-2.1
Cc1cc(S(=O)(=O)Nc2ccc(F)cc2)c(C)s1	-10%	-3%	1	0	21%	-27%	-3%	-4%	-0.7
O=C(NCCCc1ccccc1)c1cc(COc2c(F)cccc2F)on1	1%	4%	-5	0	8%	-6%	0%	6%	1.2
COc1cc(-c2cc(O)c(-c3ccc4ccccc4n3)c(=O)[nH]2)cc(OC)c1OC	10µM*	5%	/	13	-18%	-21%	30%[activator]	11µM*	/
O=[N+]([O-])c1cccc(CP(=O)(c2ccccc2)c2ccccc2)c1	-12%	-1%	29	-2	-6%	-1%	/	-7%	0.2
C/C(=N/N=C(/C)c1cccs1)c1cccs1	1%	3%	-12	-5	30%	?	16%	7%	0.5
COC(=O)C(CC(=O)c1ccc(C)cc1)n1nc(C)cc1C (centres undefined)	1%	-4%	-6	-6	?	-25%	11%	-8%	-0.4
CCOC(=O)c1c(NC(C)=O)c2c3c(sc2n1Cc1nc(-c2ccccc2Cl)oc1C)CCCC3	/	/	/	3	42%	?	7%	/	-0.2
Cc1ccc(C(=O)NCC(=O)NCC(=O)OCC(=O)c2ccc(F)cc2)cc1	0%	3%	6	1	-24%	0%	-2%	8%	49*
CC(=O)Nc1ccc(NC(=O)CSc2ccc(-c3ccc4c(c3)OCO4)nn2)cc1	1%	3%	2	-5	-25%	?	/	-7%	0.4
CCOc1cc(-c2ccc3c(c2)OCO3)cc(=[O+]CC)c2c(C)oc(C)c12	-6%&-4%	-2%&-3%	/	12&12	-22%&-42%	/	/	/	/
COc1ccc(NC(=O)c2cccs2)cc1O	-4%	3%	-7	5	15%	95%[activator]	-13%	-2%	0.3
Cc1nc2c(C)cccn2c(=O)c1NC(=O)c1ccco1	-1%	-4%	-2	0	-3%	18%	-5%	10%	0.1
CCc1cccc(NC(=O)CCCSc2nc3ccccc3[nH]2)c1	-13%	-3%	-19	-5	8%	-9%	-1%	22%	-0.2
O=C(Nc1ccccc1)c1cn2ccccc2n1	0%	-15%	3	-3	-11%[56.9 µM]	-21%	-6%	-6%	-2.1
CSc1ccccc1OCc1cc(C(=O)N2CCN(c3ccccc3)CC2C)no1 (centres undefined)	3%	4%	-15	1	-1%	?	8%	-3%	0.5
O=S(N1CCc2ccccc21)C12CC3CC(CC(C3)C1)C2 (centres undefined)	-1%	-4%	-15	-7	-11%	-14%	10%	-19%	-0.4
CS(=O)(=O)N1c2ccccc2[C@@]2(Br)C[C@H]3C(=O)N[C@@H](Cc4ccccc4)C(=O)N3[C@@H]12	-3%	2%	/	0	-13%	15%	-3%	-2%	/
Cc1ccc(C(=O)CC2(O)C(=O)N(Cc3ccccc3Cl)c3ccccc32)o1 (centres undefined)	0%	-5%	9	0	5%	357%[activator]	-1%	0%	-0.9
O=C(NCCCO)c1c(O)c2cccc3c2n(c1=O)CCC3	5%	4%	9	1	5%	/	-6%	?	3.4
Cc1cc(C)cc(OCC(=O)O/N=C(\N)c2ccccn2)c1	-1%	-5%	-8	-1	16%	-3%	13%	/	-0.1
Cc1sc(NC(=O)c2cc3ccccc3oc2=O)c(C(=O)OC(C)C)c1-c1ccccc1	3%	-2%	2	3	1%	25%	-3%	3%	0.2
COc1ccc(OCC(=O)N2N=C(C)CC2(O)C(F)(F)F)cc1 (centres undefined)	1%	1%	-8	-6	-16%	99%[activator]	-3%	?	0.1
Cc1nn(-c2ccccc2)c(Cl)c1/C=N/NC(=O)c1[nH]ncc1Br	-1%	-11%	9	-14	11%	4%	-2%	13%	-0.6
O=C(CCN1C(=O)NC2(CCCC2)C1=O)Nc1ccc(-c2nc3ccccc3s2)cc1	?	-9%	2	-11	-33%	-14%	/	-21%	1.5
O=C(NCc1cccs1)c1cc(-c2ccccc2)nn1CC1CC(c2cccnc2)=NO1 (centres undefined)	4%	-3%	/	-3	-5%	-13%	-1%	4%	/
CCOC(=O)N1CCN(S(=O)(=O)N2CCCC(C(=O)NCCc3ccc(C)cc3)C2)CC1 (centres undefined)	0%	-3%	-4	-2	-1%	-3%	11%	1%	0.3
COc1ccc(C2CC(c3ccccc3)=NN2C(=O)COC(=O)c2cccnc2Cl)cc1 (centres undefined)	1%	-1%	-4	-6	16%	-22%	1%	-12%	-1.4
CC(=O)c1cccc(N2Cc3ccccc3C2=NC(=O)CCl)c1	-10%	4%	-4	8	?	-18%	2%	?	1.8
O=C(NC1CCCCC1)c1cc(Cl)ccc1[N+](=O)[O-]	1%	-3%	2	-2	3%	13%	-3%	17%	0.8
COc1ccc(NC(=O)CSc2nc3c(c(=O)n2-c2ccccc2OC)SCC3)cc1	-6%	-2%	-16	-6	-3%	-26%	1%	4%	-1.2
CCc1nnc(NC(=S)Nc2ccccc2)s1	-7%	?	-8	-1	-18%[11.4 µM]	?	3%	?	0.8
COc1ccc(C2/C(=C(/O)c3ccc4c(c3)CC(C)O4)C(=O)C(=O)N2CCCn2ccnc2)cc1OC (centres undefined)	5%	-2%	/	-2	-14%	15%	3%	-1%	/
COc1ccc(C2=NOC(Cn3nc(C(=O)NCc4ccc5c(c4)OCO5)cc3-c3ccccc3)C2)cc1 (centres undefined)	2%	-4%	2	-9	10%	-9%	0%	3%	0.1
COc1ccc(CN2CC(=O)N(c3cccc(Cl)c3)C2=S)cc1OC	2%	-3%	11	-5	11%[56.9 µM]	-15%	0%	-8%	-0.5
Cc1c(Cl)cccc1NC(=O)c1cc(-c2ccc3c(c2)OCO3)on1	2%	-1%	/	-7	15%	-17%	-4%	-6%	1.3
Cc1ccc(C(C)C)c(OCCCCCN2CCOCC2)c1	2%	-1%	-14	-17	-2%	?	3%	2%	1.1
COc1ccccc1-c1nc(SCC(=O)c2ccccc2)n[nH]1	0%	4%	/	-2	-13%	0%	-5%	-12%	-0.2
Cc1oc2ncn(CC(C)C)c(=O)c2c1C(=O)NCCCN1CCCCC1	0%	0%	/	-12	16%	-16%	7%	-3%	1.0

Compound activity from PubChem BioAssay.
